DT40 TDP1 no CPT: qHTS for Inhibitors of human tyrosyl-DNA phosphodiesterase 1 (TDP1): qHTS in cells in absence of CPT; DT40 Tdp1-/- hTDP1 cells, no CPT, ATP luminescence, 48 h; Potency, µM (series often up to 46.2 µM), inactives show at the top dose activity change, negative = growth inhibition, hits mostly inhibitors; actives 15% (n = 420,000); AID 686978, 2013; active means well fitted inhibition curve with a large enough effect; inconclusive means small, poorly fitted or top-dose-only effect; further: nearly all actives have a fitted effect of over 55% in size
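Luminescent ATP content (CellTiter-Glo) served as the growth readout. Knockout chicken DT40 cells expressing human TDP1 were exposed to compounds without camptothecin for a minimum 48 hr at 37 °C.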
* = called active by the depositor; ? = inconclusive. On the % scale 0 is the no-effect control and ±100 the full control effect; potency means the concentration at half of the fitted maximal effect. The list is partial (hit frequency here may not be typical).

SMILES,DT40 TDP1 no CPT
CCc1ccc(NS(=O)(=O)c2ccc3[nH]cc(C(=O)NCCCOC(C)C)c(=O)c3c2)cc1,?
COCCNC(=O)C1(C)CCCN(C(=O)c2ccccc2OC)C1 (configuration not stated),2%
CCOC(=O)C1=NNC(C(=O)OCC)C1c1ccccc1 (configuration not stated),2%
c1ccc(Cc2nnc3sc(-c4ccc5c(c4)OCO5)nn23)cc1,-21%
CC(C)c1ccc(NC(=O)Nc2nc(C(N)c3ccccc3)cs2)cc1 (configuration not stated),23µM*
COc1cc(-c2nnc(COC(=O)c3ccc([N+](=O)[O-])o3)o2)cc(OC)c1OC,?
Cc1ccsc1C(=O)N1CCC1(C)C(=O)Nc1cccc(C#N)c1 (configuration not stated),?
Cc1ccc(C(=O)Nc2cccc(-c3nc4ccccc4o3)c2)c(Cl)c1,-27%

(next part)
SMILES,DT40 TDP1 no CPT
O=C1C(=NO)C(c2ccccc2)Oc2ccccc21 (configuration not stated),-25%
O=C(Cc1ccccc1Cl)NO,?
COc1ccc(C(=O)N(c2ccccc2)c2nccc3ccccc23)cc1OC,?
COC(=O)c1ccc(C(=O)N2CCCC(C)(C(=O)NS(=O)(=O)C3CC3)C2)cc1 (configuration not stated),1.5µM*
CN1C(=O)CON=C1c1cccc2ccccc12,-3%
COC(=O)[C@@]12C[C@@H](CC(=O)NCc3cccc4ccccc34)C(=O)N(CCc3ccc(OC)c(OC)c3)C1=CCC(C)(C)C2,?
C=C(CN(C)C)C(=O)c1ccc(OC2OC(COC(C)=O)C(OC(C)=O)C(OC(C)=O)C2OC(C)=O)cc1 (configuration not stated),0.58µM*
Cc1cccc(C)c1NC(=O)C(c1ccccc1)n1c(=O)c(-c2ccco2)nc2ccccc21 (configuration not stated),?

(cont.)
SMILES,DT40 TDP1 no CPT
Nc1cc(Br)cc2c1[nH]c(=O)c1ccccc12,-19%
CC(=O)Nc1ccc(CN(C)c2c(C)nc3ccc(C(=O)N4CCN(C(=O)c5ccco5)CC4)cn23)cc1,-16%
COc1ccc(CC(N)c2csc(NC(=O)Nc3ccc(C(C)C)cc3)n2)cc1 (configuration not stated),6.5µM*
CC1C(=O)N(Cc2cn(CC3CCCCC3)nn2)CCS(=O)(=O)N1Cc1ccc(-c2ccccc2)cc1 (configuration not stated),15µM*
CC1(C(=O)NS(=O)(=O)Cc2ccccc2)CCN1C(=O)CCc1ccccc1 (configuration not stated),1%
CCOC(=O)N(C)c1c(CC)nc2c(OCC(=O)C(C)(C)C)cccn12,-20%
CCCCCCCCN1C(=O)[C@H](CC(=O)NCCCCc2ccccc2)C[C@@]2(C(=O)OC)CCCCC=C12,?
CC(C)CNC(=O)C1(C)CCCN1C(=O)c1ccc2ccccc2n1 (configuration not stated),-5%

Arranged by SMILES length (rising): 13 of the compounds above.
SMILES,DT40 TDP1 no CPT
O=C(Cc1ccccc1Cl)NO,?
CN1C(=O)CON=C1c1cccc2ccccc12,-3%
O=C1C(=NO)C(c2ccccc2)Oc2ccccc21 (configuration not stated),-25%
Nc1cc(Br)cc2c1[nH]c(=O)c1ccccc12,-19%
CC(C)CNC(=O)C1(C)CCCN1C(=O)c1ccc2ccccc2n1 (configuration not stated),-5%
CCOC(=O)N(C)c1c(CC)nc2c(OCC(=O)C(C)(C)C)cccn12,-20%
COc1ccc(CC(N)c2csc(NC(=O)Nc3ccc(C(C)C)cc3)n2)cc1 (configuration not stated),6.5µM*
COC(=O)c1ccc(C(=O)N2CCCC(C)(C(=O)NS(=O)(=O)C3CC3)C2)cc1 (configuration not stated),1.5µM*
Cc1cccc(C)c1NC(=O)C(c1ccccc1)n1c(=O)c(-c2ccco2)nc2ccccc21 (configuration not stated),?
CC1C(=O)N(Cc2cn(CC3CCCCC3)nn2)CCS(=O)(=O)N1Cc1ccc(-c2ccccc2)cc1 (configuration not stated),15µM*
CCCCCCCCN1C(=O)[C@H](CC(=O)NCCCCc2ccccc2)C[C@@]2(C(=O)OC)CCCCC=C12,?
C=C(CN(C)C)C(=O)c1ccc(OC2OC(COC(C)=O)C(OC(C)=O)C(OC(C)=O)C2OC(C)=O)cc1 (configuration not stated),0.58µM*
COC(=O)[C@@]12C[C@@H](CC(=O)NCc3cccc4ccccc34)C(=O)N(CCc3ccc(OC)c(OC)c3)C1=CCC(C)(C)C2,?

(more compounds)
SMILES,DT40 TDP1 no CPT
O=C(Nc1ccccc1Cl)c1ccc(C(=O)Nc2ccccc2Cl)cc1,-1%
Cn1c2nc3ccccc3c-2nc2ccccc21,8.2µM*
C[N+]1(CC(=O)c2c3ccccc3cc3ccccc23)CCOCC1,10µM*
O=C1N=C2N(CCN3CCCCC3)c3ccccc3N2/C1=C\c1ccc([N+](=O)[O-])s1,?
COc1ccc(S(=O)(=O)NC(=O)C2(C)CCN2C(=O)CC2CCCCC2)cc1OC (configuration not stated),1%
CC[N+](CC)=N/N=C1\C=CC[N+]([O-])=C1,-22%
O=[N+]([O-])c1ccc2c(c1)CCN2,-6%
COc1ccc(C(=O)Nc2ccc3[nH]ccc3c2)cc1,26µM*

Next compounds
SMILES,DT40 TDP1 no CPT
CCOC(=O)c1c(NC(=O)COC(=O)c2ccc(S(=O)(=O)C(F)F)cc2)sc(C(=O)N(C)C)c1C,?
CCCC(=O)N1CCCC(c2cc(C(=O)NCc3ccc(F)cc3)no2)C1 (configuration not stated),-26%
CC1(C)CC(=O)C=C(NCCCN2CCCC2=O)C1,-3%
COc1cc(=O)n2c(c1C(=O)N1CCc3ccccc3C1)CCN(Cc1ccc(CO)o1)CC2,-6%
CC(=O)CC1c2ccccc2C=C(c2ccsc2)N1c1ccc(-c2cccs2)cc1 (configuration not stated),10µM*
Cc1cccc(C)c1C(O)c1ncc(-c2cccc(F)c2)[nH]1 (configuration not stated),-18%
COc1ccc2[nH]cc(CCNC(=O)Cn3cc(C)c(=O)[nH]c3=O)c2c1,5%
O=C1NC[C@H](CCCCN2C[C@H](Cc3ccc(O)cc3)N(CCC3CCCCC3)C(=O)C2=O)N(CC2CCCCC2)C1=O,-15%

(more compounds)
SMILES,DT40 TDP1 no CPT
CN(C)CCN1CCN(C2CN(C3CCCC3)S(=O)(=O)C2)CC1 (configuration not stated),2%
O=C(Nc1ccc(F)c(Cl)c1)c1ccc2nc([C@@H]3O[C@H](CO)[C@H](O)[C@H](O)[C@H]3O)[nH]c2c1,16%
CC(=O)/C=C/c1ccc2c(c1)S(=O)(=O)N(C1CCCC1)[C@H]2CC(C)=O,7.1µM*
CCOC(=O)C1=CCC(C(C)(C)C)N(S(=O)(=O)c2ccc(C)cc2)C1 (configuration not stated),?
CCOC(=O)[C@@H]1[C@H]2COc3cc(OC)ccc3[C@@H]2N2C(=O)N(c3ccc(Cl)cc3)C(=O)[C@]12C,?
O=C1NC(=O)C(=Cc2ccco2)S1,-29%
O=C1NC[C@H](CCCCN2C[C@H](Cc3ccc(O)cc3)N(Cc3ccccc3)C(=O)C2=O)N(CCc2ccccc2)C1=O,-3%
Cc1cc(C(=O)Cn2cnc3ccc(Cl)cc3c2=O)c(C)n1C1CC1,-7%

Next part
SMILES,DT40 TDP1 no CPT
CCc1nc2c(OCCOc3ccc(F)cc3)cccn2c1N(C)C(=O)c1ccco1,16µM*
CC1=C(C(=O)N(C(C)C)C(C)C)CC(CC(=O)NC2CCCCC2)C(=O)N1Cc1ccc(F)cc1 (configuration not stated),?
CCC1CN(CCNC(=O)c2ccsc2)Cc2cc(OC)ccc2O1 (configuration not stated),-14%
CCCCCCn1c(=O)n2n(c1=O)C[C@]1(OC(=O)NC3CC3)CN(S(=O)(=O)c3ccc(C)cc3)C[C@]1(O)C2,12µM*
CCN(CC)C(=O)C1=C(C)N(CCCN2CCCC2=O)C(=O)C(CC(=O)NCC2CCCCC2)C1 (configuration not stated),-12%
CCN(CC)C1Oc2cc3c(cc2C(c2cccc(OC)c2O)C1C)OCO3 (configuration not stated),23µM*
O=S1(=O)CC(N2CCN(Cc3ccccc3F)CC2)CN1Cc1cn(Cc2ccccc2)nn1 (configuration not stated),?
Cc1cccc(C)c1C(O)c1ncc(-c2cccc(C(F)(F)F)c2)[nH]1 (configuration not stated),?

Next section.
molecule,DT40 TDP1 no CPT
CC(=O)Nc1ccc(C(=O)NNC(=O)c2csc(N3CCOCC3)n2)cc1,7.3µM*
O=S(=O)(c1cc(Cl)cc(Cl)c1)N1CCC2CC1c1cc(Cl)ccc12 (configuration not stated),?
Cc1ccc([C@H]2N[C@]3(CCCN(Cc4ccc(Cl)cc4)C3=O)[C@H]3C(=O)N(Cc4ccccc4)C(=O)[C@@H]23)cc1,?
FC(F)(F)c1cc(Cl)c2nc(-c3ccco3)c(Cc3ccccc3C(F)(F)F)n2c1,15µM*
CCOC(=O)[C@]12CCCC=C1N(Cc1ccc(Cl)cc1Cl)C(=O)[C@H](CC(=O)NCCCN1CCCC1=O)C2,?
COc1ccc(-c2ccc3[nH]c4c(c3c2)CCN2C(=O)[C@@H]([C@H](C)O)[C@@H](N(C)C(=O)Nc3ccc(F)cc3)C[C@@H]42)cc1,12µM*
CN(C)c1ccc(C=C2C=C(c3ccccc3)OC2=O)cc1,10µM*
COC(=O)c1nn(-c2ccccc2)c(Cl)c1/C=N/OCc1c(Cl)cccc1Cl,10%
CN(C)CCN(C(=O)C1=COCCO1)c1nc2ccc(F)cc2s1,-10%
CCCc1c(-c2ccccc2F)ncn1Cc1ccccc1OC,1.2µM*
COc1cc(C(=O)NC(=S)NCc2ccncc2)cc(OC)c1OC,21µM*
O=C(Nc1ccccc1F)c1ccc2sc([C@H]3C[C@H](O)[C@@H](CO)O3)nc2c1,?
CC(=O)Nc1ccn(C2COC(COC(=O)c3ccccc3)O2)c(=O)n1 (configuration not stated),1.5µM*
O=C(Nc1ccn(CCCNCCc2ccccn2)c(=O)n1)OCc1ccccc1,-1%
S=C1NC[C@H](Cc2ccccc2)N1CC1CCN(CCCC2CCCC2)CC1,?
Oc1c(Cl)cc(Oc2cc(Cl)c(O)c(CN3CCOCC3)c2)cc1CN1CCOCC1,?
Cc1ccccc1S(=O)(=O)N1C[C@H]2CON(C)[C@H]2C[C@H]1c1cccc(Br)c1,?
COc1cc(N(C)C)c(OC)cc1/C=C1\C=Cc2ccccc21,13µM*
CN(C(=O)c1cccc(NC(=O)Cc2cccc(NC(=O)C3CCN(C(=O)CCc4ccccc4)CC3)c2)c1)C1CC1,23µM*
O=C(c1ccccc1)c1nn(-c2ccccc2)c(=O)cc1-c1ccccc1,?
COCCNC(=O)C1(C)CCCN(Cc2ccc(-c3ccccc3)o2)C1 (configuration not stated),?
Nc1cccc2c1CN(C1CCC(=O)NC1=O)C2=O (configuration not stated),-4%
O=C(CCc1ccccc1)Nc1ccccc1OC(=O)c1ccccc1,-24%
Cc1ccc(C)c(NS(=O)(=O)c2ccc(-n3cccn3)cc2)c1,?
C#CCN(Cc1ccc(OC)cc1)S(=O)(=O)C=C,?

More compounds follow.
molecule,DT40 TDP1 no CPT
CN(Cc1ccccc1)C(=O)[C@@H]1CCCN1,-14%
O=C1Nc2ccccc2C1=NN1CCCCCC1,?
CC1(C(=O)NCc2ccc(F)c(F)c2)Cc2c(-c3cccc(C(N)=O)c3)ccnc2O1 (configuration not stated),?
Cc1ccc(CN2CCOc3ccc(CN4CCN(CCO)CC4)cc3C2)s1,-14%
CSCCC(C(=O)NC(C)(C)C)n1c(-c2ccc3c(c2)OCO3)nc2ccccc21 (configuration not stated),21µM*
COc1cccc(NC(=O)C2(C)CCN2Cc2ccc(OC(C)C)cc2)c1 (configuration not stated),?
Cc1cccc(C)c1NC(=O)CN(Cc1ccc(Br)cc1)S(=O)(=O)c1ccccc1,15µM*
N=c1nc(-c2ccccc2)n(-c2ccccc2)s1,?
COc1ccc(-c2ccc3[nH]c4c(c3c2)CCN2C[C@@H]([C@H](C)OC(=O)Nc3cc(Cl)cc(Cl)c3)[C@@H](N(C)C(=O)Nc3cc(Cl)cc(Cl)c3)C[C@@H]42)cc1,?
O=S1(=O)CC(N2CCSCC2)CN1Cc1cn(Cc2ccc(C(F)(F)F)cc2)nn1 (configuration not stated),-3%
Cc1c(C(=O)NCc2cccc([N+](=O)[O-])c2)sc(=O)n1Cc1ccc(F)cc1,?
O=C(NCCOc1ccccc1)N1[C@H]2CC[C@@H]1C=C(c1ccc(F)cc1OCc1ccccc1)C2,?
Cc1cccc(C)c1NC(=O)C1(C)CSCC(=O)N1Cc1cccs1 (configuration not stated),-16%
CC(C)(C)Cc1c(-c2ccc(C#N)cc2)nc2c(Cl)cc(C(F)(F)F)cn12,?
COCc1nnc(NS(=O)(=O)c2ccc(OC)cc2)s1,0%
CCCCCCCCC(=O)c1c(OC)oc(C=O)cc1=O,?
COCCN(C(=O)COC(=O)c1c(C)nn(-c2ccccc2)c1C)c1c(N)n(Cc2ccccc2)c(=O)[nH]c1=O,1%
CC1(C(=O)Nc2cccc(NS(C)(=O)=O)c2)Cc2c(-c3cccc(C(N)=O)c3)ccnc2O1 (configuration not stated),-2%
O=C(CN1CCN(Cc2cccc(C(F)(F)F)c2)CC1)NCC(=O)Nc1ccc(F)c(F)c1F,?
CCc1nc2ccc(C(=O)Nc3ccc(NC(C)=O)cc3)cn2c1N(C)C(=O)Cc1ccccc1,?
COCCNC(=O)c1ccccc1N(Cc1ccccc1)S(=O)(=O)c1ccccc1,?
CCOC(=O)C1(C)CCCCN1C(=O)c1cccs1 (configuration not stated),-18%
CS(=O)(=O)NNC(=O)Cn1nnc(-c2ccc(OCc3ccccc3Cl)cc2)n1,-15%
Cc1c(Cl)cccc1N1C(=O)CC(Sc2ccccc2N)C1=O (configuration not stated),?
CC1(C)CC(=O)C=C(c2ccc(-c3ccc4[nH]ccc4c3)cc2)C1=O,26µM*
COc1ccc(CCC(=O)OCC(=O)NC2CCCC2)cc1OC,-1%
O=C(CSc1nc2c(c(=O)n1-c1ccc(F)cc1)SCC2)Nc1ccc2c(c1)OCO2,-6%
CC(C)c1ccc(NC(=O)c2ccc(-c3ccnn3C)c3ccoc23)cc1,21µM*

Assay outcomes deposited in PubChem BioAssay by National Center for Advancing Translational Sciences (NCATS).
